# From PubChem
# C8 TRAIL sens – sensitizes caspase-8 expressing cells to TRAIL; NB7+C8 cells + TRAIL, ATPlite viability luminescence; inhibition (viability loss, TRAIL sensitization), % at 10 µM; 360,000 tested, 1% active;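 active = compounds causing at least 50% loss of cell viability in the single-dose screen, relative to plate controls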
# EBV LMP1 NFkB – Epstein-Barr LMP1 NF-kappaB reporter inhibition | LMP1-induced NF-kappaB luciferase reporter cells, luminescence | inhibition, % at 12.5 µM | 350,000 tested, 0.69% active; in the data active = inhibition above about 41%;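 note: 0% = neutral control wells and 100% = reference inhibitor control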
# NCOA2 inhibitor – inhibits human steroid receptor coactivator 2; Q15596; HEK293 GAL4-SRC2 luciferase reporter, luminescence; inhibition, % at 9 µM; 370,000 tested, 0.17% active;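 active = inhibition above the mean inhibition of all tested compounds plus 3 SD, set per campaign, cut at about 52% in these data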;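 note: 0% = DMSO treated cells and 100% = cells given Gossypol at 36 µM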
# TWEAK Fn14 block – inhibitors of TWEAK-Fn14 interaction signaling | AID 1159606 | 360,000 tested, 2% active | TWEAK-stimulated Fn14 reporter cells, luciferase luminescence, 8 h | inhibition, % at 10 µM; in the data active = inhibition above about 50%
# NR5A2 inv ag – inverse agonists of human LRH-1 (NR5A2) | O00482 | HEK293T StAR-luciferase reporter, LRH-1 transfected, 24 h | inhibition, % at 3.6 µM | 360,000 tested, 0.13% active | AID 602396;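 active = inhibition above the mean inhibition of all tested compounds plus 3 SD, cut at about 73% in these data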;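 note: 0% = DMSO wells and 100% = reporter-only cells lacking LRH-1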
# Target sequence (O00482 whole entry, looked up): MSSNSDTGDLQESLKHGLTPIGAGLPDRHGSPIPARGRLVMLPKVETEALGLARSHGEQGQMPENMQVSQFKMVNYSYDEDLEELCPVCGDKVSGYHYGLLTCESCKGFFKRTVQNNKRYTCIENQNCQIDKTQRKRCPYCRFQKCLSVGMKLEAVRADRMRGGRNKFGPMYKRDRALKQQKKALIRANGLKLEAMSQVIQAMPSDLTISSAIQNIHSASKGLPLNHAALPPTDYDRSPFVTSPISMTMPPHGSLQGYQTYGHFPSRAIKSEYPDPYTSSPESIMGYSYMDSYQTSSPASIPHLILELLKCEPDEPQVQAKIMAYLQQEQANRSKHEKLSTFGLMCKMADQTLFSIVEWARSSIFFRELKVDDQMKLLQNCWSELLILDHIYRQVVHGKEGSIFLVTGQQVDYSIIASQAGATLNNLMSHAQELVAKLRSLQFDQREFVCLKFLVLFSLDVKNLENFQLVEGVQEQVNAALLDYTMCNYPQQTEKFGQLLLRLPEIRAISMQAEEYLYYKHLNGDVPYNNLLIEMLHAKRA
# NCOA1 inh – inhibits human SRC1 coactivator | Q15788 | HEK293 GAL4-SRC1 luciferase reporter, luminescence | inhibition, % at 3.6 µM | 360,000 tested, 0.12% active;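 active = inhibition above the campaign mean plus 3 SD, with each screening campaign given its own cutoff, cut at about 60% in these data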;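 note: 0% = DMSO treated cells and 100% = gossypol at 36 µM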
# CF NFkB block – cystic fibrosis NF-kB activation inhibition; 360,000 tested, 0.86% active; KKLEB NF-kB-GFP reporter, PAF-induced, GFP fluorescence overnight; inhibition, % at 5 µM;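 active = at least 50% inhibition at 5 µM, scaled per plate between neutral and stimulator controls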;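 note: PAF is a Pseudomonas aeruginosa culture filtrate used as stimulus; plate controls were PAF-stimulated DMSO wells for no effect and unstimulated DMSO wells for full effect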
# SRC3 inh – inhibitors of human steroid receptor coactivator 3 (SRC3). 360,000 tested, 0.17% active. HEK293 GAL4-SRC3 luciferase reporter, luminescence. inhibition, % at 3.6 µM. Q9Y6Q9;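 active = inhibition above a per-campaign cutoff, the mean of all compounds plus 3 SD, cut at about 60% in these data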;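 note: 0% = DMSO-treated cells and 100% = gossypol-treated cells at 36 µM; higher means less SRC3-driven luciferase light from the GAL4 reporter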
# NR2F2 inh – blocks human COUP-TFII nuclear receptor; P24468; HEK293T NGFI-A luciferase reporter, luminescence; inhibition, % at 8.6 µM; 370,000 tested, 0.7% active; AID 686940;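 active = inhibition above a per-plate cutoff, mean inhibition of test wells between control levels plus 3 SD, cut at about 38% in these data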;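 note: cells cotransfected with COUP-TFII expression vector driving the NGFI-A reporter; 0% = median of COUP-TF2 test wells and 100% = reporter-only cells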
# Target sequence (P24468 whole entry, looked up): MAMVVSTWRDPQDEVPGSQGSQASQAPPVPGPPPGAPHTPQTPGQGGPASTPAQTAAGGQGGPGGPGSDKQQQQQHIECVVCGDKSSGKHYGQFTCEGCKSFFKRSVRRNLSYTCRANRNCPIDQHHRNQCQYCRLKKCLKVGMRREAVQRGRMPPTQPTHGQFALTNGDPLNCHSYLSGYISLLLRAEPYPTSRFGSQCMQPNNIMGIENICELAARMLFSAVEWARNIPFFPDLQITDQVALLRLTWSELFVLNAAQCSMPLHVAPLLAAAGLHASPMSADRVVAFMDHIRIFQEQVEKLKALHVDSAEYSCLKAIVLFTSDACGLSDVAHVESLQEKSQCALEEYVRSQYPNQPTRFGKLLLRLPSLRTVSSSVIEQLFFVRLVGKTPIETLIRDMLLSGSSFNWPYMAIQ
# KKLEB tox – counter-screen for CF NF-kB inhibitors: cytotoxicity; 360,000 tested, 0.36% active; AID 602141; KKLEB CF airway cells viability, ATPlite luminescence, overnight; hits give low values; cells stimulated with P. aeruginosa culture filtrate; activity change (cytotoxicity), % at 5 µM;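 active = corrected activity change at or below -50% at 5 µM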
# TROY signal inh – blocks TROY-dependent signaling in reporter cells; Q293 LMP1-TROYcd NF-kB luciferase reporter, 4 h; inhibition, % at 10 µM; 360,000 tested, 0.98% active; AID 1347056;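 active = compounds whose plate-normalised and pattern-corrected inhibition of the luciferase reporter signal at the single screening dose is 50% or more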
# The depositor's hits bear a star; · = no result given; & = joins results of further samples.
SMILES,C8 TRAIL sens,EBV LMP1 NFkB,NCOA2 inhibitor,TWEAK Fn14 block,NR5A2 inv ag,NCOA1 inh,CF NFkB block,SRC3 inh,NR2F2 inh,KKLEB tox,TROY signal inh
CCCCN(C)C(=O)c1ccc(Nc2nc(C(N)COCc3ccccc3)cs2)nc1 (configuration not stated),21,·,-19,-16,5,10,-32,-2,5,3,12
O=C(c1ccc2c(c1)OCO2)N1CCN(c2cccc(C(F)(F)F)c2)CC1,14,-7,-18,-13,21,9,14,9,0,-8,-19
CC(=O)Nc1ccc(S(=O)(=O)Nc2nnc(C(C)(C)C)s2)cc1,3,-6,-20,0,-13,-6,10,-1,-9,-1,-10
CC1(C)CC(N2CCC(=O)NC2=S)CC(C)(C)N1,9,-2,-45,-8,7,-18,-5,5,-5,5,6
COc1ccc(S(=O)(=O)Nc2ccccc2C(=O)N2CCCC2)cc1OC,-6,0,-27,22,3,25,16,8,15,-11,-3
CC(C)(C)NC(=O)C1CCC(CNS(=O)(=O)c2cccc3nsnc23)CC1 (configuration not stated),2,11,5,-10,-4,5,4,15,5,5,-13
CCCc1ccc(C(O)c2ncc(-c3ccccc3)[nH]2)cc1 (configuration not stated),8,·,-1,8,-40,-26,12,-25,-16,-3,-34
CC(=O)O[C@H]1C[C@@]2(C)[C@@H](C[C@@H](O)[C@H]3[C@@]4(C)CC[C@@H](O)[C@@H](C)[C@@H]4CC[C@@]32C)/C1=C(\CCC=C(C)C)C(=O)O,-1&2,9&2,7&16,-17&-2,13&11,2&1,-10&-10,11&0,-3&-11,3&11,-1&4
CCN1C(=O)c2ccccc2S(=O)c2ccc(C(=O)NCc3ccccn3)cc21 (configuration not stated),0,8,16,15,5,4,-1,-15,5,-2,-12
N#CCCN(CCC#N)C(=O)COc1ccc(Cl)cc1Cl,-17,0,-15,0,13,5,8,9,11,3,5
O=C(CSc1ccccc1)N[C@@H](Cc1ccccc1)C(=O)O,-18,2,-18,7,9,-10,12,-4,-1,24,-7
CCS(=O)(=O)N1CCCC(C(=O)NCC2CCCO2)C1 (configuration not stated),-8,-6,6,-1,14,-3,3,9,-1,1,8
CCCC(=O)NC(c1cccs1)c1cc([N+](=O)[O-])c2cccnc2c1O (configuration not stated),39,2,-20,11,38,-17,24,10,11,-4,0
O=C1NC(Cc2ccccc2)c2nc3cc(F)ccc3c(=O)n2-c2ncccc21 (configuration not stated),2,-3,-7,-13,-17,-1,-20,0,10,1,2
Cc1occc1C(=O)Nc1c(F)cc(F)cc1Br,-5,4,1,11,5,-1,11,17,-17,-6,18
CCN(CCS(=O)(=O)c1ccc(Cl)cc1)Cc1nc2ccccc2c(=O)[nH]1,8,2,-19,0,17,5,5,-4,18,1,5
O=C(CSc1ncccn1)NCc1cccs1,8,-3,-14,-20,-1,-8,-4,0,-13,2,-14
O=C(NC12CC3CC(CC(C3)C1)C2)c1ccccc1,6,-10,-7,6,-3,-13,-15,-2,3,11,-10
CCOc1ccc(N2CC(=O)SC2=S)cc1,-16,0,4,46,-14,-19,6,-2,5,8,29
Cc1cc(C)c2nc(-c3ccccn3)cc(C(=O)N3CCCC3)c2c1,6,-11,-5,0,14,3,-2,-6,-7,8,-16
O=C(Nc1ncnc2sc3c(c12)CCCCC3)c1ccccc1,21,4,-16,2,9,-11,-5,14,-2,13,-10
Cc1cccc(CCNC(=O)C2CC(O)CN2C(=O)Nc2ccccc2)c1 (configuration not stated),-4,3,-2,-22,-11,4,-23,-5,11,4,10
CCn1c(SCC(=O)Nc2ccc(F)cc2)nnc1C1CC1,-2,-6,-8,24,12,-20,-10,-12,7,7,-13
COc1ccc(C(=O)Nc2c(F)c(F)c(F)c(F)c2F)cc1OC,-2,·,-10,-11,-8,·,·,·,13,·,-5
COc1ccc(-n2nc(C(=O)NCC(=O)N3CCN(c4ccccn4)CC3)c3ccccc3c2=O)cc1OC,13,-2,-6,30,-12,15,0,2,0,-1,-37
Cc1cc(-c2ccc(C)c(S(=O)(=O)NCCN3CCC(C)CC3)c2)on1,-35,-1,-27,-12,-3,-2,-18,-10,-21,-2,8
Cn1c(-c2ccco2)nc2cc3ccccc3cc21,89*,0,-14,49,-85,-80,-17,-69,-17,-57*,-74
COc1ccc2cc(CCOC3CCCCO3)ncc2c1 (configuration not stated),3,15,-16,60*,-138,-105,-2,-87,-18,-13,9
COc1ccccc1Nc1nnc(SCC(=O)N2CC(=O)Nc3ccccc32)s1,33,10,12,-22,2,-26,14,5,14,-5,14
COc1ccc(NC(=O)CSc2ncn[nH]2)c([N+](=O)[O-])c1,2,-2,-14,15,37,-34,5,-16,0,4,3
Cc1ccc2[nH]c3c(c2c1)CN(C(=O)CN1CCN(c2cccc(C)c2C)CC1)CC3,0,-11,2,8,-4,-5,17,-12,24,-20,2
Cc1cc(C)n2nc(-c3ccccc3)cc2n1,22,-28,-89,5,-126,-105,-14,-82,-54,4,-33
COc1cc(Cl)c(S(=O)(=O)N2CCOCC2)cc1Cl,-4,-7,15,-21,6,-4,-20,19,4,2,-14
FC(F)(F)c1ccccc1CN1CCC(Cc2ccccc2)CC1,10,6,11,-5,·,·,10,·,-3,4,-9
O=c1c2ccccc2nc(CSc2ncnc3nc[nH]c23)n1-c1cccc(C(F)(F)F)c1,2,1,-20,-14,13,14,3,0,4,-12,8
CCC(C)N1CCN(C(=O)C2CCN(S(=O)(=O)c3c(C)noc3/C=C/c3ccco3)CC2)CC1 (configuration not stated),14,-2,-26,8,-11,-6,-6,12,4,9,-42
COc1cccc(CNC(=O)CCC2CCCN(C(=O)c3ccoc3)C2)c1 (configuration not stated),-10,-1,-5,2,-7,-12,-4,27,2,-11,0
COCc1cc(C)nc2sc(C(=O)N3CCCCC3)c(N)c12,16,-6,11,17,-7,-88,-8,-2,15,23,-34
COc1ccc(OC)c(S(=O)(=O)N2CCCC(C(=O)NCc3ccncc3)C2)c1 (configuration not stated),6,-7,-11,0,-14,-4,7,1,-17,7,-27
CCOC(=O)C1(CC2CCCCO2)CCN(Cc2cn[nH]c2-c2cccc(F)c2)CC1 (configuration not stated),-1,-1,11,0,8,12,-6,6,30,9,7

# For reference, 3 of the compounds above:
SMILES,C8 TRAIL sens,EBV LMP1 NFkB,NCOA2 inhibitor,TWEAK Fn14 block,NR5A2 inv ag,NCOA1 inh,CF NFkB block,SRC3 inh,NR2F2 inh,KKLEB tox,TROY signal inh
COCc1cc(C)nc2sc(C(=O)N3CCCCC3)c(N)c12,16,-6,11,17,-7,-88,-8,-2,15,23,-34
COc1ccc(OC)c(S(=O)(=O)N2CCCC(C(=O)NCc3ccncc3)C2)c1 (configuration not stated),6,-7,-11,0,-14,-4,7,1,-17,7,-27
CCOC(=O)C1(CC2CCCCO2)CCN(Cc2cn[nH]c2-c2cccc(F)c2)CC1 (configuration not stated),-1,-1,11,0,8,12,-6,6,30,9,7

# Next section
SMILES,C8 TRAIL sens,EBV LMP1 NFkB,NCOA2 inhibitor,TWEAK Fn14 block,NR5A2 inv ag,NCOA1 inh,CF NFkB block,SRC3 inh,NR2F2 inh,KKLEB tox,TROY signal inh
CCOc1ccccc1NC(=S)NC(=O)C1CC1,-7,0,5,0,-7,9,-6,20,4,5,17
COc1ccc(C(=O)Nc2ccccc2C(=O)NCC2CCCO2)cc1 (configuration not stated),1,0,-12,-7,-2,-25,32,10,14,-11,-9
Cc1ccc(S(=O)(=O)N2CCCN(C(=O)CNC(=O)c3cccc(C)c3)CC2)cc1,-1,-2,-8,1,-1,-5,-1,13,17,-1,-22
O=C(CCCSc1nc2ccccc2[nH]1)NCc1ccccc1F,1,21,5,-2,-9,-7,-12,13,12,6,8
Cc1cc(C)cc(NS(=O)(=O)c2ccc(-c3cnc(C4CC4)o3)cc2)c1,32,18,16,42,29,-8,64*,11,-49,-31,56*
COc1ccc2c(c1)CCc1cc(C(=O)N3CCN(c4ccc(N5CCOCC5)nn4)CC3)sc1-2,42,14,·,45,-1,4,10,7,·,-25,56*
Cc1ccc(-n2c(=O)[nH]cc(C(=O)Nc3ccc4c(c3)OCCO4)c2=O)cc1C,10,-5,-32,8,10,-2,-35,8,-6,8,-5
O=C(OCC(=O)C12CC3CC(CC(C3)C1)C2)c1cccnc1,3,-5,-35,-13,-11,5,21,18,4,-2,-20
COC(=O)COc1ccc(S(=O)(=O)NCCC2=CCCCC2)cc1Cl,-23,-2,-26,-5,-3,-12,-10,6,-7,12,7
O=C(NCCCN1CCOCC1)c1ccc(Br)s1,16,4,-31,9,-30,-1,7,1,-3,1,-4
O=S(=O)(CCc1nnc(-c2ccccc2)o1)c1ccc2ccccc2c1,-5,-6,19,-1,10,-6,3,23,15,-2,-9
COc1ccc(N(CCOc2ccccc2)S(=O)(=O)c2ccccc2)cc1,32,-3,-11,-10,10,-23,10,21,10,-8,-11
CC(Cc1ccccc1)NC(=O)CC(c1ccccc1)c1ccccc1O (configuration not stated),7,6,5,2,0,2,22,-1,3,6,0
Cc1ccc(C(=O)N/N=C/c2c[nH]c3ccccc23)o1,-4,-9,-6,19,-8,-13,-20,-40,-15,1,-10
COc1cc2ccc(C(C)=O)c(O)c2cc1OC,7,3,-22,-7,-16,-14,6,3,-20,-10,-10
O=C1C=C(NCc2ccc(Cl)c(Cl)c2)CC1,-6,-5,4,14,-3,5,-3,18,-7,-1,12
CC(C)(C)NC(=O)CN(c1cccc([N+](=O)[O-])c1)S(=O)(=O)c1ccccc1,30,-5,-18,3,-1,-1,2,10,-3,3,1
Cc1ccc(N(Cc2cc(=O)[nH]c3ccccc23)C(=O)c2ccco2)cc1,-5,0,-32,7,-1,-9,-35,10,9,5,-9
CNCC(O)COc1ccccc1 (configuration not stated),19,24,-7,2,-1,0,3,-10,-7,-5,24
COc1c(C)cc(C(=O)C2CCCN(C(=O)c3csc(C)n3)C2)cc1C (configuration not stated),2,11,-5,1,4,10,0,11,10,3,-1
C[C@H](NC(=O)C1CCN(S(=O)(=O)c2ccccc2)CC1)C(=O)NCc1ccc(F)cc1,-2,-3,1,1,14,-33,7,17,10,-1,-1
Cc1ccc2c(c1)C(c1ccc(F)cc1)N(C(=O)c1cc3ccccc3oc1=O)CC(=O)N2 (configuration not stated),-4,-2,2,2,9,-5,12,6,-1,-7,3
C#CCSc1nnc(-c2c[nH]c3ccccc23)n1C,-4,-8,-11,13,-19,-33,-3,-6,-11,8,-5
O=[N+]([O-])c1cccc(S(=O)(=O)c2ccc(N3CCCCC3)c([N+](=O)[O-])c2)c1,19,7,22,20,5,6,2,21,14,-16,17
Cn1c(=O)n(C)c2cc(NC(=O)COc3ccc(F)cc3)ccc21,-4,-5,16,7,-1,10,-7,16,-7,-2,-18
CC(=O)Nc1ccc(NC(=O)C(C)OC(=O)c2ccc(S(=O)(=O)N3CCCCC3)cc2)cc1 (configuration not stated),16,0,-9,-53,-3,8,-6,6,-2,10,0
CC1=NN(S(=O)(=O)c2ccc(C)cc2)C(=O)c2ccccc2O1,-42,6,-20,4,-6,-1,-9,-3,-4,-3,-4
CCOc1ccccc1OCC(=O)Nc1cc2c(cc1C(=O)O)OCCCO2,-15,-4,4,-1,-2,-16,-8,3,9,4,11

# Rows are unselected (roughly 4.2% active in at least one column).
